MITF primary: inhibitors of human MITF; AlphaScreen MITF homodimerization, bead proximity signal; hit rate 0.91% among 650,000; inhibition, % at 2.6 µM; AID 1259374; in the data active = inhibition above about 50%;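 note: 0% = vehicle wells with protein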
GPR151 ag: activates the human receptor GPR151; AID 1508602; PathHunter beta-arrestin GPR151 cells, luminescence; activation, % at 11.2 µM; hit rate 1% among 650,000; in the data active = activation above about 4.9%;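 note: 0% = median of compound wells and 100% = cells with positive control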
FBW7 act: human FBW7 E3 ligase activation, primary screen. AID 1259310. Q969H0. AlphaScreen FBW7–phospho-cyclin E peptide binding, activator screen. normalized activity (activation), % at 26.1 µM. hit rate 0.13% among 650,000; in the data active = normalized activity above about 1.9%;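 note: purified mutant Fbw7 with reduced substrate affinity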
Target sequence (Q969H0 whole entry, looked up): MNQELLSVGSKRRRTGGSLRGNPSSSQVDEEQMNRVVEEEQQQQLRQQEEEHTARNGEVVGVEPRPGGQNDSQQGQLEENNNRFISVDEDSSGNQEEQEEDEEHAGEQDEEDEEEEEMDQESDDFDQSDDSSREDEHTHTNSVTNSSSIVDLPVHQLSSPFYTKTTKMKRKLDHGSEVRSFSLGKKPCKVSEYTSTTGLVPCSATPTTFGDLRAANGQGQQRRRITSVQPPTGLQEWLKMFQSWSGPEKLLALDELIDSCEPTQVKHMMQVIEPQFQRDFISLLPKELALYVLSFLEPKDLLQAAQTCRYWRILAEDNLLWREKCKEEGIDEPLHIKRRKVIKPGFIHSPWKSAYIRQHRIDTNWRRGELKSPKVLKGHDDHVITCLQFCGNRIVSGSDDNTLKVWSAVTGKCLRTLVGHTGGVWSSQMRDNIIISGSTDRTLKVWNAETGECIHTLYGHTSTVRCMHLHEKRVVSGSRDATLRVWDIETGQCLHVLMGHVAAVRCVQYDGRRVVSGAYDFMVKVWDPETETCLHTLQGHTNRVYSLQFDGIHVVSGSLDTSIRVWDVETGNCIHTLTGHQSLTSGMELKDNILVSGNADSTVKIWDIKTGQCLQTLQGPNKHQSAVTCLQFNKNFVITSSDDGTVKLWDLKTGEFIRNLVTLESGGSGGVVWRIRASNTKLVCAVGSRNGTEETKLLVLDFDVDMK
TEAD-YAP inh: TEAD-YAP interaction inhibition; HEK-TIYL cells, TEAD-Gal4/YAP UAS-luciferase luminescence; inhibition, % at 9.12 µM; hit rate 1.4% among 640,000; AID 1259422; in the data active = inhibition above about 32%;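 note: 0% = median of test compound wells and 100% = reference inhibitor wells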
The depositor's hits bear a star.

The first 5 compounds, to show the layout:
Screening Cc1ccc(O)c(C(=O)CC(=O)c2ccc(F)cc2)c1 returned MITF primary 0, GPR151 ag -2.4, FBW7 act 0.1 and TEAD-YAP inh 24.
CCOC(=O)c1sc(NC(=O)c2cccc([N+](=O)[O-])c2C)c(C(=O)OCC)c1C was read as MITF primary 8, GPR151 ag -1.1, FBW7 act 1.1 and TEAD-YAP inh 4.
For O=C(NCC1OCCc2ccccc21)c1ccco1 (stereo not given) the results were MITF primary 13, GPR151 ag 0.0, FBW7 act 0.0 and TEAD-YAP inh -20.
`CN(Cc1ccccc1)CC(O)c1cccc([N+](=O)[O-])c1` (stereo not given) gave MITF primary -3, GPR151 ag 0.0, FBW7 act -0.1 and TEAD-YAP inh -8.
`O=S(=O)(c1ccccc1)n1nc(-c2ccco2)nc1NCc1cccs1` gave MITF primary -33, GPR151 ag 0.0, FBW7 act -0.3 and TEAD-YAP inh -21.

Main list, from the start:
Screening Cc1ccc(O)c(C(=O)CC(=O)c2ccc(F)cc2)c1 returned MITF primary 0, GPR151 ag -2.4, FBW7 act 0.1 and TEAD-YAP inh 24.
CCOC(=O)c1sc(NC(=O)c2cccc([N+](=O)[O-])c2C)c(C(=O)OCC)c1C was read as MITF primary 8, GPR151 ag -1.1, FBW7 act 1.1 and TEAD-YAP inh 4.
For O=C(NCC1OCCc2ccccc21)c1ccco1 (stereo not given) the results were MITF primary 13, GPR151 ag 0.0, FBW7 act 0.0 and TEAD-YAP inh -20.
`CN(Cc1ccccc1)CC(O)c1cccc([N+](=O)[O-])c1` (stereo not given) gave MITF primary -3, GPR151 ag 0.0, FBW7 act -0.1 and TEAD-YAP inh -8.
`O=S(=O)(c1ccccc1)n1nc(-c2ccco2)nc1NCc1cccs1` gave MITF primary -33, GPR151 ag 0.0, FBW7 act -0.3 and TEAD-YAP inh -21.
For CCS(=O)(=O)N1CCCc2ccc(NS(=O)(=O)c3cc(Cl)ccc3C)cc21 the results were MITF primary -6, GPR151 ag 0.0, FBW7 act -0.3 and TEAD-YAP inh -3.
Cc1cc(Cl)nc(-c2ccccc2O)n1 was read as MITF primary 7, GPR151 ag 1.0, FBW7 act -0.1 and TEAD-YAP inh 3.
`C=CCN1CCN(C(CC)c2nnnn2CCc2ccc(OC)c(OC)c2)CC1` (stereo not given) gave MITF primary 23, GPR151 ag 0.2, FBW7 act 0.1 and TEAD-YAP inh 2.
Screening CCn1nc(C)c(NC(=S)Nc2ccc(OC)c(OC)c2)c1C returned MITF primary -13, GPR151 ag 0.1, FBW7 act 0.1 and TEAD-YAP inh 7.
COc1ccccc1OCCOCCOCCOc1ccccc1OC was read as MITF primary 9, GPR151 ag -2.2, FBW7 act 0.1 and TEAD-YAP inh -4.
For O=C1c2ccc(Oc3ccc([N+](=O)[O-])cc3)cc2C(=O)N1c1ccccc1C(F)(F)F the results were MITF primary 7, GPR151 ag 0.2, FBW7 act -0.1 and TEAD-YAP inh 4.
`O=C(N[C@H]1C[C@H]2C(=O)N[C@@H](Cc3ccccc3)C(=O)N2C1)c1ccccc1Cl` gave MITF primary 14, GPR151 ag -0.4, FBW7 act -0.1 and TEAD-YAP inh -1.
`COc1ccc(NC(=O)CN2C(=O)C3C4C=CC(C5CC45)C3C2=O)cc1-n1cnnn1` (stereo not given) gave MITF primary 2, GPR151 ag 0.0, FBW7 act 0.0 and TEAD-YAP inh 7.
Screening Fc1cccc(C2CCN(Cc3ncc[nH]3)c3ccccc3S2)c1 (stereo not given) returned MITF primary 1, GPR151 ag -0.2, FBW7 act 0.2 and TEAD-YAP inh 14.
`COC(=O)c1ccc(NC(=S)NC2CCCCC2)cc1` gave MITF primary -15, GPR151 ag 1.8, FBW7 act 0.0 and TEAD-YAP inh -32.
For C=C(C)CN(CC)Cc1ccc([N+](=O)[O-])s1 the results were MITF primary 36, GPR151 ag -0.4, FBW7 act -0.1 and TEAD-YAP inh -1.
Screening COc1ccc(/C=C2\C(=O)NC(=O)N(C3CCCCC3)C2=O)c(OC)c1 returned MITF primary -12, GPR151 ag 0.0, FBW7 act -0.1 and TEAD-YAP inh -11.
`COC(=O)C1=C(C)N(C)C(=O)NC1c1ccccc1C(F)(F)F` (stereo not given) gave MITF primary 16, GPR151 ag 0.5, FBW7 act 0.1 and TEAD-YAP inh -1.
Screening Fc1ccc(C2C=C(c3ccccc3)NC(=S)N2)cc1 (stereo not given) returned MITF primary 6, GPR151 ag 1.4, FBW7 act -0.2 and TEAD-YAP inh 2.
For O=C(NC1CC1)c1cccc(N2CCCC2CO)n1 (stereo not given) the results were MITF primary 10, GPR151 ag -0.1, FBW7 act 0.8 and TEAD-YAP inh 1.
For CCN1CCN(C2CC(=O)N(c3ccc(-c4nc5ccc(C)cc5s4)cc3)C2=O)CC1 (stereo not given) the results were MITF primary -12, GPR151 ag 0.8, FBW7 act 0.5 and TEAD-YAP inh 6.
Screening Cc1ccc(C)c(-n2c(CNC(=O)c3ccc(S(=O)(=O)N(C)C)cc3)nnc2SCC(=O)Nc2nnc(C)s2)c1 returned MITF primary 3, GPR151 ag -1.3, FBW7 act -0.1 and TEAD-YAP inh -5.
Cc1ccc(N2C(=O)C3CC=CC(C)C3C2=O)cc1[N+](=O)[O-] (stereo not given) was read as MITF primary 12, GPR151 ag -0.9, FBW7 act 0.2 and TEAD-YAP inh 11.
`COc1ccc(SCCC(=O)Nc2nc3ccc(C)cc3s2)cc1` gave MITF primary -3, GPR151 ag -0.9, FBW7 act 0.7 and TEAD-YAP inh 7.
For FC(F)(F)c1cccc(CNc2cc(Nc3ncccn3)ncn2)c1 the results were MITF primary 14, GPR151 ag -1.1, FBW7 act 0.1 and TEAD-YAP inh -16.
Screening Cc1ccc(NC(=O)CCc2ccc(C)o2)cc1 returned MITF primary -2, GPR151 ag -0.8, FBW7 act 0.0 and TEAD-YAP inh -13.
Screening CC(C)CCNc1nc2ccccc2n2cnnc12 returned MITF primary 4, GPR151 ag -0.4, FBW7 act -0.1 and TEAD-YAP inh -5.
Screening COc1ccccc1NC(=O)Cc1c(C(=O)O)n(C)c2ccccc12 returned MITF primary -6, GPR151 ag 0.2, FBW7 act -0.1 and TEAD-YAP inh 1.
Cn1c(Nc2ccc(Cl)cc2)cc(=O)n(C)c1=O was read as MITF primary -7, GPR151 ag 2.1, FBW7 act -0.4 and TEAD-YAP inh 3.
`COC(=O)c1ccc(Cl)c(NC(=O)c2ccc(I)cc2)c1` gave MITF primary 25, GPR151 ag -1.4, FBW7 act 0.9 and TEAD-YAP inh -7.

In the list so far, these have a thiophene ring, fused or not:
CCOC(=O)c1sc(NC(=O)c2cccc([N+](=O)[O-])c2C)c(C(=O)OCC)c1C was read as MITF primary 8, GPR151 ag -1.1, FBW7 act 1.1 and TEAD-YAP inh 4.
`O=S(=O)(c1ccccc1)n1nc(-c2ccco2)nc1NCc1cccs1` gave MITF primary -33, GPR151 ag 0.0, FBW7 act -0.3 and TEAD-YAP inh -21.
For C=C(C)CN(CC)Cc1ccc([N+](=O)[O-])s1 the results were MITF primary 36, GPR151 ag -0.4, FBW7 act -0.1 and TEAD-YAP inh -1.

Further records.
COc1cc2cc(C#N)c(SCC(=O)NCc3cccs3)nc2cc1OC was read as MITF primary -8, GPR151 ag -0.8, FBW7 act 0.0 and TEAD-YAP inh -2.
Screening CCOc1ccccc1CNCc1cc(NC(C)=O)cc(C(=O)N2CCCC2)c1 returned MITF primary 6, GPR151 ag -0.5, FBW7 act 0.0 and TEAD-YAP inh 3.
For Cc1n[nH]c(C)c1CCNC(=O)Nc1ccccc1-c1ccccc1 the results were MITF primary 14, GPR151 ag -0.4, FBW7 act 0.3 and TEAD-YAP inh 12.
O=C(Nc1ccc(Br)cc1F)NC1(C(F)(F)F)Oc2ccccc2O1 was read as MITF primary 4, GPR151 ag -1.5, FBW7 act -0.1 and TEAD-YAP inh -24.
O=C(Nc1ccc(F)c(Cl)c1)c1nn2c(C(F)(F)F)cc(-c3ccccc3)nc2c1Cl was read as MITF primary 13, GPR151 ag -0.6, FBW7 act 0.9 and TEAD-YAP inh 8.
`COc1cc(Nc2nc(Nc3ncccn3)nc3c2ncn3-c2ccccc2)cc(OC)c1OC` gave MITF primary 4, GPR151 ag -0.5, FBW7 act -0.1 and TEAD-YAP inh 14.
Cc1cc(Cl)c(OCCNCCN)c(Br)c1 was read as MITF primary 45, GPR151 ag 0.0, FBW7 act -0.1 and TEAD-YAP inh -4.
CCN(CC)C1c2cccc3cccc(c23)C1NS(=O)(=O)c1ccc(Cl)cc1 (stereo not given) was read as MITF primary 25, GPR151 ag -0.8, FBW7 act 0.4 and TEAD-YAP inh -10.
COc1ccc(C2=NN3C(C2)c2cc(Br)ccc2OC32C(=O)Nc3ccccc32)cc1 (stereo not given) was read as MITF primary 25, GPR151 ag -0.4, FBW7 act 1.1 and TEAD-YAP inh -63.
`CC(C)N(Cc1nccn1C)c1nc2nonc2nc1NCc1ccccc1` gave MITF primary 11, GPR151 ag 1.9, FBW7 act 0.2 and TEAD-YAP inh -6.
Clc1ncnc2c1C(c1ccccc1)c1c(Cl)ncnc1O2 was read as MITF primary -2, GPR151 ag -2.4, FBW7 act 0.0 and TEAD-YAP inh 25.
Screening CC(C)(C)C1CCc2c(sc3[nH]c(=S)n(Cc4ccccc4)c(=O)c23)C1 (stereo not given) returned MITF primary 9, GPR151 ag 0.3, FBW7 act -0.1 and TEAD-YAP inh -6.
`COc1ccc(CCNCC(O)c2ccccc2)cc1` (stereo not given) gave MITF primary 44, GPR151 ag 1.6, FBW7 act -0.1 and TEAD-YAP inh 0.
For CCCNS(=O)(=O)c1ccc(OCC)c2ncccc12 the results were MITF primary 8, GPR151 ag -0.7, FBW7 act 0.0 and TEAD-YAP inh 0.
`Cc1ccc(/C(O)=C/c2nc3ccccc3oc2=O)cc1` gave MITF primary -4, GPR151 ag -1.4, FBW7 act 0.0 and TEAD-YAP inh -2.
For COc1ccc(C(=O)OCC(=O)N(CC(C)C)CC(C)C)cc1[N+](=O)[O-] the results were MITF primary -6, GPR151 ag 1.1, FBW7 act 0.0 and TEAD-YAP inh -13.
`CCOC(=O)N1CCN(C(c2ccc(F)c(F)c2)c2sc3nc(C)nn3c2O)CC1` (stereo not given) gave MITF primary 3, GPR151 ag -0.8, FBW7 act 0.2 and TEAD-YAP inh 5.
For Cc1ccc(-n2c(C)cc(CO)c2C)cc1 the results were MITF primary -8, GPR151 ag -0.7, FBW7 act -0.1 and TEAD-YAP inh 2.
`CCC(C)(C)NC(=O)C(c1ccncc1)N(C(=O)c1csnn1)c1ccccc1F` (stereo not given) gave MITF primary 2, GPR151 ag 0.8, FBW7 act -0.2 and TEAD-YAP inh 7.
For Cc1cc(/C=C(/C#N)c2nc3ccccc3[nH]2)c(C)n1-c1cccnc1 the results were MITF primary 3, GPR151 ag 3.2, FBW7 act -0.2 and TEAD-YAP inh 59*.
Screening COc1ccc(C(=O)N2CCC(C)CC2)cc1 returned MITF primary -6, GPR151 ag -0.9, FBW7 act 0.1 and TEAD-YAP inh -7.
`Cc1nn(CC(=O)NCCCN2CCCC2=O)c(C)c1[N+](=O)[O-]` gave MITF primary 8, GPR151 ag 1.3, FBW7 act 0.1 and TEAD-YAP inh 11.
Screening O=[N+]([O-])c1cc(C2Nc3ccc4ccccc4c3C3C=CCC32)ccc1O (stereo not given) returned MITF primary 25, GPR151 ag -0.9, FBW7 act 0.1 and TEAD-YAP inh 5.
For CCSc1ccccc1C(=O)Nc1ccc(S(=O)(=O)N2CCCCCC2)cc1 the results were MITF primary -4, GPR151 ag 1.3, FBW7 act -0.1 and TEAD-YAP inh 5.
`Cc1[nH]c2ccccc2c1/C=C/c1cc[n+](C)cc1` gave MITF primary 1, GPR151 ag 0.8, FBW7 act -0.3 and TEAD-YAP inh 15.
For CC(C)N1CCN(Cc2cnc(-c3ccccc3)s2)CC1CCO (stereo not given) the results were MITF primary 9, GPR151 ag 2.2, FBW7 act 0.1 and TEAD-YAP inh 4.
For Cc1sc2nc(C3CC3)n(C3CCN(CC(=O)N4CCCCC4)CC3)c(=O)c2c1C the results were MITF primary -2, GPR151 ag -0.2, FBW7 act 0.2 and TEAD-YAP inh 8.
Screening CCOc1ccc(NC(=O)/C(C#N)=C/C2=Cc3ccccc3OC2)cc1 returned MITF primary 4, GPR151 ag 0.7, FBW7 act 0.2 and TEAD-YAP inh 7.
Screening CCOC(=O)c1c(NC(=O)CN2CCOCC2)sc2c1CCCCC2 returned MITF primary -1, GPR151 ag -0.3, FBW7 act -0.1 and TEAD-YAP inh -7.
Screening Nc1c(C(=O)Nc2cccc(C(F)(F)F)c2)sc2nc(-c3ccc(F)cc3)cc(-c3ccccc3)c12 returned MITF primary 15, GPR151 ag 0.8, FBW7 act 0.3 and TEAD-YAP inh 0.
Screening OCCC1CN(Cc2ccc3ncccc3c2)CCN1Cc1ccccc1 (stereo not given) returned MITF primary 4, GPR151 ag 1.1, FBW7 act -0.1 and TEAD-YAP inh -5.
CCN1CCN(C(=O)/C=C\C(=O)O)CC1 was read as MITF primary 1, GPR151 ag -0.8, FBW7 act 0.0 and TEAD-YAP inh 15.
`Cc1nc2ccccc2c2oc(C(=O)N3CCC(N4CCCCC4)CC3)cc12` gave MITF primary 0, GPR151 ag 1.3, FBW7 act 0.0 and TEAD-YAP inh -24.
CCCSc1nc(O)cc(=O)n1C was read as MITF primary 4, GPR151 ag 4.6, FBW7 act -0.1 and TEAD-YAP inh 2.
For CNC(=S)N1CCC(C(=O)NC(c2ccc3c(c2)OCO3)c2ccccn2)CC1 (stereo not given) the results were MITF primary -8, GPR151 ag -1.9, FBW7 act 0.2 and TEAD-YAP inh 9.

Screens deposited in PubChem BioAssay by The Scripps Research Institute Molecular Screening Center.
